# Source: PubChem BioAssay (several laboratories)
# BCLXL inh: blocks human Bcl-xL binding to Bim BH3 peptide. 320,000 compounds, 0.7% hits. GST-Bcl-xL / FITC-Bim BH3 peptide fluorescence polarization. inhibition, % at 10.9 µM. AID 2129;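 active means inhibition above the mean of all tested compounds plus 3 SD, cutoff set per campaign, cut at about 30% in these data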;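 further: 0% = DMSO wells and 100% = unlabeled Bim-BH3 peptide competitor; inhibitors lower millipolarization by displacing the labeled peptide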
# CIT2-GFP yeast: alters CIT2-GFP fluorescence in TOR pathway yeast screen; S. cerevisiae CIT2-GFP strain, flow cytometry, 3 h; 100 means same as DMSO wells; GFP response vs DMSO, % at 10 µM; 320,000 compounds, 0.065% hits;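 active means GFP response relative to DMSO above a set limit, near the screen mean plus 3 SD, cut at about 150% in these data; inconclusive means Fewer than 70 cells measured for a yeast strain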;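 further: ratio of well median GFP fluorescence to mean of DMSO wells on the plate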
# VLA-4 inh: inhibition in a human VLA-4 binding assay; P13612; VLA-4 expressing cells, ligand binding flow cytometry; inhibition, % (about 7 µM as worked out from the volumes in the protocol); 330,000 compounds, 0.2% hits; in the data active means inhibition above about 50%
# Target sequence (P13612 whole entry, looked up): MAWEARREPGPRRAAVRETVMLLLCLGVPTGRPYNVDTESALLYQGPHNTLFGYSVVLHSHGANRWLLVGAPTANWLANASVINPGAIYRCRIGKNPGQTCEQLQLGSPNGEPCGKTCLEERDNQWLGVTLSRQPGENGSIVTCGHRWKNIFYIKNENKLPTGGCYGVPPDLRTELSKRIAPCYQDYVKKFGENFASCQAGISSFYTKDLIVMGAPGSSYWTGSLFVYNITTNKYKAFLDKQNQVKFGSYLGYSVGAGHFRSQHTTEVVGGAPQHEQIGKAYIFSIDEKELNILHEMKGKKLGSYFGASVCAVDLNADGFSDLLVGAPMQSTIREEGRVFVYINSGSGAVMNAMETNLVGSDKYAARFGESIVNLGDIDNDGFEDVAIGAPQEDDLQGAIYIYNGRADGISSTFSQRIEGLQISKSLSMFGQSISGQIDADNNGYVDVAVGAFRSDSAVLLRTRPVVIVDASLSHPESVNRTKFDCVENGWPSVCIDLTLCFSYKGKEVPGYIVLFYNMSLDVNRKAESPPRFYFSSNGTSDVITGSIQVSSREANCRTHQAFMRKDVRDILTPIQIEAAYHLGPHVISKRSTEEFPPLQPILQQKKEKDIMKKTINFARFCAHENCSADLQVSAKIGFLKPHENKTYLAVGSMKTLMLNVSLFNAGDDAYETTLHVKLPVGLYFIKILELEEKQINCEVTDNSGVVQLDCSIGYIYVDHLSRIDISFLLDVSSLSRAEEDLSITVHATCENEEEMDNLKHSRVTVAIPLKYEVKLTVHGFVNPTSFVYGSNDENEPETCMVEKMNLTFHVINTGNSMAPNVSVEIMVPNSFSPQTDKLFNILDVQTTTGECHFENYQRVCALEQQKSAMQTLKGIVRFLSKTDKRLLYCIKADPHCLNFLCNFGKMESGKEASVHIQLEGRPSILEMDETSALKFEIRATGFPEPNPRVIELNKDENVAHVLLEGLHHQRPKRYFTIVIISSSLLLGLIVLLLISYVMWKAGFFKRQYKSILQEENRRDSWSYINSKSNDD
# AGP1 TOR yeast: alters AGP1-GFP fluorescence in TOR pathway yeast screen; GFP response vs DMSO, % at 10 µM; 320,000 compounds, 0.02% hits; S. cerevisiae AGP1-GFP multiplex flow cytometry, 3 h; GFP as percent of DMSO wells;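 active means GFP response relative to DMSO above a set limit, near screen average plus 3 SD, cut at about 150% in these data; inconclusive means fewer than 70 cells counted for the yeast strain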;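 further: median GFP channel fluorescence of the gated AGP1 strain per well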
# MCL1-BIM inh: inhibitors of human MCL1 binding to BIM-BH3 peptide; Q07820; GST-MCL1 / FITC-Bim-BH3 fluorescence polarization; inhibition, % at 10.9 µM; 320,000 compounds, 0.68% hits;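 active means inhibition above the mean inhibition of all tested compounds plus 3 SD, set per campaign, cut at about 40% in these data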;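 further: 0% = DMSO wells and 100% = unlabeled Bim-BH3 peptide control; higher means more loss of mP so more displacement of Bim peptide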
# MEX-5 binding: C. elegans MEX-5 TCR-2 RNA binding activity. activity score (negative = inhibition of binding), % at 10 µM. MEX-5/FITC-TCR2 RNA binding, fluorescence polarization; hits give low values. 300,000 compounds, 0.38% hits;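 active means inhibition past about -25% in most replicates, and total fluorescence under double the plate's negative control median, limit read from the data; inconclusive means replicates evenly split on the limit, or fluorescence at least double controls; inactive means too little inhibition in most replicates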;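 further: 0% = DMSO and -100% = 5 µM competing unlabeled TCR2 RNA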
# GRK2 inh: blocks RNA aptamer binding to human GRK2 | bead flow cytometry, FAM-aptamer displacement from GRK2 | AID 488847 | inhibition of aptamer binding, % at 10 µM | P25098 | 330,000 compounds, 0.59% hits;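 active means inhibition of aptamer binding above 40%, roughly 3 SD of noise, on plates passing a quality check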;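 further: median bead fluorescence of bound FAM aptamer so fluorescent compounds give negative values; no value below 0 was filed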
# CR mimetic SO: lowers age-related superoxide in aged yeast cells. S. cerevisiae aged cells, superoxide DHE fluorescence; hits give low values. superoxide response (% of plate mean), % at 10 µM. 330,000 compounds, 0.18% hits;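 active means superoxide response under a set limit, about three screen SD below normal, cut at about 65% in these data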;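 further: yeast aged for seven days with compound at 30 °C before DHE staining; 100% = average MFI of all compound-treated wells on the plate with controls excluded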
# GLD-1 RNA inh: GLD-1-TGE RNA interaction inhibition (C. elegans); purified GLD-1 + fluorescein TGE RNA, fluorescence polarization; inhibition, % at 5.96 µM; 320,000 compounds, 0.44% hits; AID 2280;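 active means percent inhibition above a per-plate cutoff, the plate mean of test compounds plus 3 SD, cut at about 30% in these data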;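 further: 0% = DMSO wells with GLD-1 and probe and 100% = wells lacking GLD-1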
# * = called active by the depositor; ? = inconclusive; / = no result given; [ ] = remark or other dose.
SMILES,BCLXL inh,CIT2-GFP yeast,VLA-4 inh,AGP1 TOR yeast,MCL1-BIM inh,MEX-5 binding,GRK2 inh,CR mimetic SO,GLD-1 RNA inh
COc1ccc(NC(=O)CN(C)C2CCS(=O)(=O)C2)cc1 (centres undefined),-1,91,-1,105,-4,/,0,87,8
Cc1ccc(CNC(=O)c2cnc3ccccc3n2)cc1,0,121,-6,83,-2,-1.6,1,113,-2
O=C(c1cc(=O)c2ccccc2o1)N(Cc1ccccc1)C1CCS(=O)(=O)C1 (centres undefined),-5,98,-6,82,-1,-2.8,0,94,-5
CCC1(c2ccccc2)NC(=O)N(CC(=O)Nc2ccc(Cl)c(S(=O)(=O)N3CCCCC3)c2)C1=O (centres undefined),-4,104,-1,110,-6,1.1,1,101,7
CCN(Cc1nc(-c2ccccc2)no1)C(=O)c1ccoc1C,2,96,-5,99,-1,3.8,3,118,-8
COc1ccc(S(=O)(=O)N2CCN(CC(=O)N3CCc4ccccc4C3)CC2)cc1OC,0,90,-1,95,-7,/,0,124,4
C=Cc1ccc(N=Cc2c(O)ccc3ccccc23)cc1,-20,90,-32,74,-32,-9.5,0,106,-21
CCc1noc(C)c1C(=O)N1CCN(S(=O)(=O)c2ccc(C)cc2)CC1,1,107,-1,110,-4,1.4,0,103,-3
CN1C=CC2=C(C#N)C(N)C(C#N)(C#N)[C@H](c3ccccc3)[C@H]2C1 (some centres undefined),81*,99,5,105,92*,?,2,92,30
OCCC1CN(Cc2cccc(F)c2F)CCN1CCc1ccccc1 (centres undefined),6,106,-7,105,5,0.9,0,95,1
CC[C@@]1(C(=O)OC)N[C@H](CN(C)C(=O)COC)[C@@H]2C(=O)N(Cc3ccccc3)C(=O)[C@@H]21,/,97,27,104,/,/,2,91,2
COc1ccc(N2CS(=O)(=O)/C(=C/N(C)C)C2=O)cc1,3,109,8,103,1,1.1,10,98,8
CCOc1cc(C2C3=C(CCCC3=O)NC3=C2C(=O)CCC3)cc(Cl)c1O,14,97,8,102,8,-1.1,2,98,4
O=C(CCc1ccc(S(=O)(=O)N2CCCCC2)cc1)c1nnc(-c2ccccc2)o1,-3,102,13,99,4,-1.7,2,120,3
COc1ccc(CNC(NC(=O)c2ccccc2)(C(F)(F)F)C(F)(F)F)cc1,-1,98,-11,103,0,1.3,3,92,2
CCc1ccccc1NC(=O)c1ccoc1C,9,111,5,100,12,-3.4,1,86,0
Cn1c(=O)n(C)c2cc(NS(=O)(=O)c3cccs3)ccc21,11,108,5,108,10,-3.9,0,94,7
CC(C)c1nc(C#N)c(NN)o1,5,110,0,118,8,-1.4,0,104,6
O=C(CSc1ccc(-c2ccccc2)nn1)c1ccccc1,8,106,4,99,4,0.3,3,103,-1
COc1ccc(C2C(C(=O)NCC3CCCO3)c3cc(OC)c(OC)cc3C(=O)N2C)cc1OC (centres undefined),3,99,6,98,2,-3.2,0,106,10
COc1ccc(NC(=S)NC23CN4CN(CN(C4)C2)C3)cc1,-3,98,4,99,2,-0.3,1,106,11
Cc1ccc(C)c(N2CCN(C(=O)CCS(=O)(=O)c3cccc4nonc34)CC2)c1,1,96,-1,99,-2,1.5,5,96,7
CC(C(=O)O)c1ccc2c(c1)[nH]c1ccc(Cl)cc12 (centres undefined),6,87,-14,90,-3,-1.8,5,113,1
O=C(C1=C[C@H](c2ccc3c(c2)OCO3)C[C@H](OCc2ccc(CO)cc2)O1)N1CCN(Cc2ccc3c(c2)OCO3)CC1,-4,116,-7,92,4,0.9,0,105,12
CS(=O)(=O)N1CCC(C(=O)N2CCN(Cc3ccccc3)CC2)CC1,4,100,-4,103,5,-5.9,0,95,7
CCC(C)N(C(=O)CSc1nnnn1-c1ccccc1OC)C1CCS(=O)(=O)C1 (centres undefined),-1,97,-16,107,-2,/,0,112,-3
O=C(OCCCc1cc2ccccc2c(=O)o1)c1ccccc1C(F)(F)F,3,89,-1,100,7,/,0,91,-2
O=C(NNS(=O)(=O)c1ccccc1)c1ccccc1-n1cccc1,5,140[may fluoresce green],-7,113[may fluoresce green],13,-3.0,1,100,3
Cc1ccc(S(=O)(=O)N(C)c2cc(S(=O)(=O)N3CCOCC3)c(C)cc2C)cc1,5,94,-1,22,6,-0.6,1,103,4
O=C1CCC[C@H]2c3[nH]c4ccccc4c3CCN12,3,104,-34,109,8,-0.5,0,88,1

# Fetched one by one from above, 4 records:
SMILES,BCLXL inh,CIT2-GFP yeast,VLA-4 inh,AGP1 TOR yeast,MCL1-BIM inh,MEX-5 binding,GRK2 inh,CR mimetic SO,GLD-1 RNA inh
OCCC1CN(Cc2cccc(F)c2F)CCN1CCc1ccccc1 (centres undefined),6,106,-7,105,5,0.9,0,95,1
O=C(CCc1ccc(S(=O)(=O)N2CCCCC2)cc1)c1nnc(-c2ccccc2)o1,-3,102,13,99,4,-1.7,2,120,3
Cc1ccc(C)c(N2CCN(C(=O)CCS(=O)(=O)c3cccc4nonc34)CC2)c1,1,96,-1,99,-2,1.5,5,96,7
CCC(C)N(C(=O)CSc1nnnn1-c1ccccc1OC)C1CCS(=O)(=O)C1 (centres undefined),-1,97,-16,107,-2,/,0,112,-3

# The list continues:
SMILES,BCLXL inh,CIT2-GFP yeast,VLA-4 inh,AGP1 TOR yeast,MCL1-BIM inh,MEX-5 binding,GRK2 inh,CR mimetic SO,GLD-1 RNA inh
Cc1cccc(-c2nc(NCCCN(C)C)c3ccccc3n2)c1,7,103,12,99,2,0.1,0,98,-8
CC(=O)Nc1cccc(NC(=O)C2CCCN2C(=O)Nc2cccc(C)c2)c1 (centres undefined),1,98,5,111,-6,1.5,0,92,6
C#CCOCCOCCOCCNc1nc(N2CCN(C(=O)CCCCCCCCCCNC(=O)Cn3cc(CCCCCN)nn3)CC2)nc(N2CCN(C(=O)CCCCCCCCCCNC(=O)[C@@H]([C@H](C)O)n3cc(C)nn3)CC2)n1,2,77,-11,89,0,/,0,101,2
COc1ccc(NC(=O)C2CCCN2S(=O)(=O)c2ccc3c(c2)CCC(=O)N3)c(OC)c1 (centres undefined),-2,106,-15,104,-5,/,4,105,-4
Cc1cc(-c2ccc(S(=O)(=O)N3CCCCC3)s2)on1,6,106,3,100,8,-0.8,4,132,3
COc1cc2c(cc1OC)C(C)N(C(=S)Nc1ccccc1)CC2 (centres undefined),7,105,18,103,10,-0.9,2,91,4
COc1ccc(C(=O)CSc2nnc(NC(=O)C3CC(=O)N(c4ccccc4)C3)s2)cc1 (centres undefined),-4,93,1,102,-19,-1.7,0,112,-1
COc1ccccc1OCCCOc1ccc(/C=C2\SC(=O)NC2=O)cc1OC,2,113,-2,107,2,-1.8,2,93,0
O=C(Nc1ccccc1)N1CCn2c1nc1ccccc12,5,106,15,96,5,0.9,3,111,-6
CCc1ccc(NC(=S)Nc2cccc3cnccc23)cc1,8,97,11,100,10,-0.8,2,86,1
Cc1ccc(SCC(=O)OCC(=O)N(CCC#N)c2ccccc2)cc1C,-14,90,5,97,-14,2.4,1,102,-3
COC(=O)c1ccc(NC(=O)CSc2nc3cccnc3n2C)cc1,-1,89,8,104,-2,-1.8,0,103,-3
c1ccc(Nc2ncnc3[nH]ncc23)cc1,2,107,-3,121,0,11,0,105,7
O=c1oc2ccccc2cc1N1CCOCC1,-2,93,41,98,-17,1.1,3,82,-6
CCC(C(=O)NCc1ccc(F)cc1)N(Cc1cccs1)C(=O)c1snc(C(N)=O)c1N (centres undefined),3,103,4,104,4,-2.1,2,80,-2
CCC1CCCCN1C(=O)Cn1c(=O)n(CCCC(=O)NCc2ccco2)c(=O)c2sccc21 (centres undefined),4,92,-13,96,5,-1.6,2,88,6
CCCn1c(SCC(=O)NCc2ccccc2Cl)n[nH]c1=O,6,102,8,106,2,1.0,2,116,7
C/C=C(\C)C(=O)Nc1cccc(C2=NOC3(C2)C[C@@H](C(N)=O)N(C(=O)c2cc([N+](=O)[O-])cc([N+](=O)[O-])c2C)C3)c1 (some centres undefined),5,106,16,92,6,-0.6,5,104,3
COc1cc(/C=N/NC(=S)NCCc2ccccc2)cc(OC)c1OC,/,96,1,95,/,2.3,2,89,/
O=C(O)/C=C/c1coc2ccc(F)cc2c1=O,1,104,2,91,1,-0.1,0,89,3

# Arranged by formula weight (high to low): some entries from above.
SMILES,BCLXL inh,CIT2-GFP yeast,VLA-4 inh,AGP1 TOR yeast,MCL1-BIM inh,MEX-5 binding,GRK2 inh,CR mimetic SO,GLD-1 RNA inh
C/C=C(\C)C(=O)Nc1cccc(C2=NOC3(C2)C[C@@H](C(N)=O)N(C(=O)c2cc([N+](=O)[O-])cc([N+](=O)[O-])c2C)C3)c1 (some centres undefined),5,106,16,92,6,-0.6,5,104,3
CCC(C(=O)NCc1ccc(F)cc1)N(Cc1cccs1)C(=O)c1snc(C(N)=O)c1N (centres undefined),3,103,4,104,4,-2.1,2,80,-2
O=C(O)/C=C/c1coc2ccc(F)cc2c1=O,1,104,2,91,1,-0.1,0,89,3

# Following part:
SMILES,BCLXL inh,CIT2-GFP yeast,VLA-4 inh,AGP1 TOR yeast,MCL1-BIM inh,MEX-5 binding,GRK2 inh,CR mimetic SO,GLD-1 RNA inh
N/C(=N\OC(=O)c1ccc(F)cc1)c1ccc(Br)cc1,8,117,11,79,4,0.6,0,113,6
Cc1cc(C)cc(C(=O)NC(CC(N)=O)c2ccc(N3CCN(c4ccccn4)CC3)c([N+](=O)[O-])c2)c1 (centres undefined),-2,95,-4,105,-2,-0.4,1,115,10
c1cncc(Nc2nc(-c3cccs3)cs2)c1,4,86,-5,91,-3,-1.1,3,102,6
Cc1cc(C)nc(NC(=O)c2csnn2)c1,9,108,13,97,18,-0.8,10,104,5
CC(=O)Nc1cc2c3c(c1)CCC(=O)N3CCC2,-4,108,8,99,-1,-0.5,6,92,-2
O=C(/C=C/c1ccc(Cl)c([N+](=O)[O-])c1)Nc1ccc(N2CCCC2)cc1,0,98,-3,97,47*,-4.7,32,117,0
O=C(NCCC1=CCCCC1)c1cccc2c1C(=O)N(C1CCCCC1)C2,5,101,6,105,7,-2.0,0,98,0
O=C(COc1ccc2ccc(=O)oc2c1)N1CCN(c2ccc(F)cc2)CC1,0,93,5,96,-3,-0.7,2,93,8
CCc1ccc(C(=O)NNc2ccccc2F)cc1,4,87,-4,94,-9,1.9,0,92,1
CC(=O)NC(=O)NC1OC(=O)C(Cl)=C1Cl (centres undefined),5,/,4,92,6,-0.5,0,90,8
COc1ccc(-c2nnc(SCc3cc(C)ccc3C)n2N)cc1,1,97,30,110,1,1.9,0,104,1
